Bioassay records (PubChem)
NCI-60 one-dose screen, 48 h, at 10 µM unless noted. Numbers give growth in % (100 = growth as untreated, 0 = no growth, -100 = all killed).
MOLT-4: MOLT-4 leukemia cells | AID 1794779 | 6.9% of 80,000 active
K-562: K-562 leukemia | 7.4% of 78,000 active
EKVX: EKVX NSCLC; AID 1794765; 3% of 71,000 active
SR: SR leukemia cells; 8.7% of 73,000 active; AID 1794780
HOP-92: HOP-92 NSCLC cells | 6.3% of 71,000 active | AID 1794738
CCRF-CEM: CCRF-CEM leukemia. 7% of 77,000 active
HOP-62: HOP-62 NSCLC; 3.9% of 80,000 active; AID 1794735
RPMI-8226: RPMI-8226 leukemia cells; 7.5% of 77,000 active
Starred values were filed as active, the others as inactive; / = not tested or not shown; & = joins results of further samples. Rule for the calls: active = growth percent below 10; inactive = the rest.

SMILES | MOLT-4 | K-562 | EKVX | SR | HOP-92 | CCRF-CEM | HOP-62 | RPMI-8226
CCC(C)C1NC(=O)C(CCCCN)NC(=O)C(CCCCN)NC(=O)C(CC(C)C)NC(=O)C(CCCCN)NC(=O)C(C(C)CC)NC(=O)C(C(C)C)NC(=O)C(C(C)CC)NC(=O)C(CCCCN)NC(=O)C(CCCCN)NC(=O)C(C)NC(=O)C(CCCCN)NC(=O)C(CC(C)C)NC1=O (stereo unspecified) | 22 | 9.2* | 13 | 2.9* | -9.5* | 22 | / | -17*
Oc1cccc(-c2nc(N3CCOCC3)c3c4c(sc3n2)CCCC4)c1 | 24 | 69 | 34 | 70 | 11 | 60 | 62 | 61
CC(=O)Nc1ccc(N)c(S(=O)(=O)O)c1 | 80 | 91 | 97 | 91 | 97 | 98 | 95 | 101
O=C(Nc1ccc(Oc2ccc(Nc3nc4ccccc4s3)cc2)cc1)Nc1ccc(Cl)c(C(F)(F)F)c1 | 5.6* | 6.9* | / | 0.7* | -25* | 5.9* | 17 | -19*
CC(C)(O)Cc1cccnc1 | 99 | 115 | 104 | 91 | / | 86 | 115 | 88
c1ccc2cc(Cn3cc[n+](Cc4ccc5ccccc5c4)c3)ccc2c1 | 25 | 23 | 52 | 22 | -13* | 22 | 42 | -0.4*
COC(=O)C1(C)CCC[C@]2(C)[C@H]3C[C@H]4C(C(C)C)=C[C@]3(CC[C@@H]12)[C@@H]1C(=O)CC[C@H](OC(=O)Cc2c[nH]c3ccccc23)[C@@H]14 (stereo partly specified) | 79 | 88 | 87 | 95 | / | 99 | 98 | 84
NC(=S)CNC(=O)c1ccccc1 | 106 | 109 | 102 | 89 | 98 | 101 | 91 | 103
C/C(=C(/c1ccccc1)c1ccc(N2C(=O)c3cccc4c(N5CCOCC5)ccc(c34)C2=O)cc1)c1ccccc1 | 80 | 39 | 52 | 54 | 21 | 72 | 36 | /
CN(C)c1ccc(/C=c2\s/c(=C\C(=O)C(C)(C)C)[nH]c2=O)cc1 | 133 | 111 | 94 | 92 | 95 | 101 | 101 | 104
C=C[C@@]1(C)CC(=O)[C@@H](C(C)(C)c2cn(C)c3ccc(Br)cc23)C[C@@H]1O[Si](C)(C)C(C)(C)C | 95 | 104 | 99 | 103 | 84 | 90 | 111 | 87
CC(C(=O)N1CCN(c2ccc(F)cc2)CC1)c1ccc(NS(=O)(=O)c2ccccc2)cc1 (stereo unspecified) | 77 | 90 | 76 | 121 | 82 | 95 | 99 | 82
O=C1/C(=C/c2ccccc2F)CN(C(=O)C(Cl)Cl)C/C1=C\c1ccccc1F | -11* | -2.3* | -8.1* | -11* | -28* | 1.7* | 14 | -28*
CC(=O)Nc1ccc2c(c1)C(OC(C)=O)c1ccccc1-2 (stereo unspecified) | 96 | 96 | 104 | 92 | 88 | 98 | 99 | 99
CCC(=O)CC(=O)c1ccccc1 | 146 | 133 | 96 | 146 | 164 | 130 | 96 | 112
O=C(/C=C/c1ccc(F)cc1)c1c(O)c2ccccc2oc1=O | 93 | 101 | 101 | 98 | 106 | 98 | 109 | 93
Cc1c(C(=O)N[C@@H](Cc2ccccc2)C(=O)C(=O)NCc2ccccn2)[nH]c2ccccc2c1=O | 104 | 100 | 104 | / | 113 | 111 | 100 | 106
O=C(N/N=C/c1ccc([N+](=O)[O-])cc1)c1ccc(C(F)(F)F)nc1Nc1cccc(C(F)(F)F)c1 | 93 | 99 | 92 | 91 | 89 | 111 | 85 | 96
C=C(C)[C@@H]1CC[C@]2(NC(=O)Nc3ccccn3)CC[C@]3(C)[C@H](CC[C@@H]4[C@@]5(C)Cc6c([nH]c7ccccc67)C(C)(C)[C@@H]5CC[C@]43C)[C@@H]12 | 101 | 98 | 88 | 112 | 107 | 99 | 102 | 95
Cc1cc(-c2ccccc2)nc(=O)[nH]1 | 102 | 100 | 99 | 97 | 109 | 99 | 95 | 104
C/C(=N\N=C\c1ccc(N(C)C)cc1)c1nnn(-c2ccc(Cl)cc2)c1C | 104 | 98 | 105 | 96 | 101 | 105 | 117 | 101
O=S(=O)(O)c1ccc(Cl)c(Cl)c1 | 109 | 105 | 91 | 100 | 94 | 103 | 102 | /
O=C(O)c1cccc(-c2nc(N3CCOCC3)c3ccccc3n2)c1 | 123 | 109 | 99 | 101 | 97 | 107 | 101 | 103
Nc1c(C(=O)N/N=C/c2ccc(OCc3ccccc3)cc2)cnn1CC(O)c1ccccc1 (stereo unspecified) | 96 | 92 | 112 | 86 | 96 | 104 | 96 | 89
COc1cc(OC)cc(/C(C)=N/NC(=O)CSc2nc3ccccc3c(=O)n2Cc2ccc(S(N)(=O)=O)cc2)c1 | 93 | 97 | 97 | 72 | 112 | 99 | 101 | 97

Record cards, as listed above. Screens in order: MOLT-4	K-562	EKVX	SR	HOP-92	CCRF-CEM	HOP-62	RPMI-8226
`c1ccc2cc(Cn3cc[n+](Cc4ccc5ccccc5c4)c3)ccc2c1` across the screens: 25	23	52	22	-13*	22	42	-0.4*
`O=C(/C=C/c1ccc(F)cc1)c1c(O)c2ccccc2oc1=O` across the screens: 93	101	101	98	106	98	109	93

New compounds follow:
SMILES | MOLT-4 | K-562 | EKVX | SR | HOP-92 | CCRF-CEM | HOP-62 | RPMI-8226
C#CCn1c(-c2ccc(OC3CCCC3)c(OC)c2)nc(-c2ccccc2)c1-c1ccccc1 | 45 | 51 | / | / | 42 | 48 | 87 | 52
C[C@]12CC[C@H](O)CC1=CC[C@@H]1[C@@H]2CC[C@]2(C)C(c3cccnc3)=CC[C@@H]12 | 34 | / | 39 | 0.4* | 72 | 51 | 81 | /
CC(C)c1ccc(S(N)(=O)=O)cc1 | / | / | 96 | / | 96 | 85 | 83 | 95
N=C1N=C(N)CS1 | 99 | 105 | / | 99 | 99 | 104 | 107 | 107
NS(=O)(=O)c1cccc(Nc2nc(SCC(=O)c3ccc(Br)cc3)nc3c2CCC3)c1 | 110 | 96 | 99 | 102 | 66 | 102 | 96 | 99
CS(=O)(=O)Oc1ccc(Cl)cc1 | 102 | 105 | 103 | 92 | 102 | 106 | 96 | 107
O=C1OC(c2ccc(Cl)c(Cl)c2)=C/C1=C/c1cccc([N+](=O)[O-])c1 | 103 | 99 | 92 | 117 | 94 | 103 | 94 | 99
CSC(=N)N | 103&102 | 100&101 | / | 95&88 | 103 | 105&99 | 111 | 101&107
CC1CCCc2c1nc1nc(SCC(=O)c3ccccc3)nc(N)c1c2-c1ccc(Cl)cc1 (stereo unspecified) | 55 | 72 | 73 | / | 10 | 43 | 82 | 31
CN1C(=O)/C(=C/c2ccc(N(C)C)cc2)S/C1=N/c1nccs1 | 102 | 87 | 82 | 70 | 91 | 94 | 86 | 109
CC(C)(C)c1ccc2c(c1)CN(C1CCCCC1)CO2 | 115 | 51 | 93 | 106 | / | 111 | 101 | 80
CC(=O)c1cc(C(=O)c2ccccc2)n2ccc(C)cc12 | 85 | 94 | 87 | 74 | 75 | 98 | 84 | 93
O=c1oc2ccccc2cc1-c1csc(N=Nc2c(O)n(Cc3ccccc3)c3ccccc23)n1 | 94 | 102 | 87 | 96 | / | 94 | 47 | 92
CCN1CCN(C(=O)[C@@]2(C)CC[C@]3(C)CC[C@]4(C)C(=CC(=O)[C@@H]5[C@@]6(C)CC[C@H](OC7C[C@@H](O)[C@@H](O)C(C)O7)C(C)(C)[C@@H]6CC[C@]54C)[C@@H]3C2)CC1 (stereo partly specified) | 0.8* | 8.8* | 80 | -4.7* | 0.9* | 0.5* | 27 | -26*
CCCCCCCCCCCCCCCCCCOc1ccccc1CC(=O)NCC[N+]1(C)CCOCC1 | 15 | 16 | 91 | 18 | -2.9* | -36* | 53 | -4.8*
C/C(=N\N1C(=O)c2ccccc2NC1c1ccc(N(C)C)cc1)c1c(O)cc(C)oc1=O (stereo unspecified) | 98 | 96 | 106 | 87 | 93 | 95 | 97 | 99
C1CCC(N2CCN(C3CCCCC3)CC2)CC1 | 106 | 111 | 108 | 97 | / | 107 | 112 | 111
CC(=O)NNC(=S)/N=C/c1c(O)cc(C)oc1=O | 103 | 113 | 96 | 94 | 112 | 105 | 91 | 109
CCn1cc(-c2ccnc(NCCNS(=O)(=O)c3ccc(Br)cc3)c2)c(-c2cccc(OC)c2)n1 | 35 | 42 | 77 | 42 | 51 | 43 | 81 | 25
COc1ccc(-c2nnc(-c3c(-c4ccccc4)nc4ncccn34)o2)cc1OC | 93 | 89 | 114 | 81 | / | 97 | 85 | 95
CC1(C)/C(=N/OCCC#N)CC[C@]2(C)[C@H]3C(=O)C=C4[C@H]5C[C@](C)(C(=O)O)CC[C@]5(C)CC[C@@]4(C)[C@]3(C)CC[C@@H]12 | 70 | 68 | 63 | 64 | 101 | 63 | 82 | 55
CC(=O)Nc1ccccc1[N+](=O)[O-] | 97 | 103 | / | 100 | 107 | 102 | 90 | 100
c1ccc(NCc2ccco2)cc1 | 96 | 118 | 97 | / | 86 | 101 | 100 | 100
COc1ccc(-n2c(SCc3cc(OC)c(OC)c(OC)c3)nc3cc(OC)c(OC)cc3c2=O)cc1 | 92 | 30 | / | 73 | 64 | 100 | 102 | 81
C/C(=C\CCc1ccoc1)CC/C=C(\C)CCCC1COC(=O)C1 (stereo unspecified) | 92 | 98 | / | 100 | 88 | 93 | 97 | 97
(further entries)
SMILES | MOLT-4 | K-562 | EKVX | SR | HOP-92 | CCRF-CEM | HOP-62 | RPMI-8226
CCC(c1ccc(O)cc1)C(CC)c1ccc(OC)cc1 (stereo unspecified) | 100 | 93 | 136 | 89 | 98 | 99 | 117 | 71
CC(=O)Nc1ccc(N)cc1N | 97 | / | 98 | 100 | / | 101 | 102 | 99
Cc1ccc2oc(=O)cc(C)c2c1 | 94 | 103 | / | 93 | 103 | 98 | 102 | 107
N#Cc1ccoc1 | 89 | 110 | / | 87 | / | 96 | 104 | 98
CSC1=Nc2c(c(C)c(-c3ccccc3)n2CCCN2CCN(C)CC2)C2=NC(=O)CN12 | 79 | 93 | 96 | 70 | / | 86 | 89 | 66
CN(CC(O)CN(C)C1CCCCC1)C1CCCCC1 | 75 | 84 | 91 | 78 | 94 | 90 | 82 | 88
CCCCC1=C(Br)C(=O)c2nc(C)ccc2C1=O | 21 | 34 | 93 | 22 | -8.0* | 31 | 90 | 58
CN(C)CCCn1c2c(c3cc(-c4cccc(S(N)(=O)=O)c4)ccc3c1=O)C(=O)c1ccccc1-2 | 9.0* | 33 | 89 | -6.0* | 104 | 19 | 53 | 70
CC1=NN(C2=NC(=O)/C(=C/c3cn(-c4ccccc4)nc3-c3ccccc3)S2)C(c2ccc(N(C)C)cc2)C1 (stereo unspecified) | 79 | 76 | 88 | / | 106 | 94 | 100 | 75
O=C(Nc1ccc(F)cc1)NC(Cc1ccccc1)C(=O)O (stereo unspecified) | 112 | 103 | 106 | 102 | 74 | 78 | 98 | 100
C\C=C/C=N/N=C(N)\C(N)=N\N=C\C=C\C | 97 | 93 | 99 | 86 | 81 | 89 | 115 | 101
O=C1CCC(N2C(=O)c3cccc(NCCOCCOCCNC(=O)c4cc5c(o4)C(=O)c4ccccc4C5=O)c3C2=O)C(=O)N1 (stereo unspecified) | 6.1* | 8.5* | 56 | 9.2* | 60 | 14 | -58* | /
CN(C)CCNc1nc2ccccc2c2c(=O)c3cc(F)ccc3sc12 | -3.4* | -37* | 68 | -23* | 10 | 24 | 52 | /
COc1ccc(-c2c[nH]c(C(=O)NCCO)c2-c2cc(OC)c(OC)c(OC)c2)cc1 | 102 | 98 | 103 | 104 | 92 | / | 98 | 113
CCCCOc1nc2ccc(C)cc2cc1/C=C/c1cc(/C=C/c2cc3cc(C)ccc3nc2OCCCC)[nH]n1 | 93 | 93 | 95 | 93 | 110 | 94 | 114 | /
COc1ccc(-c2cc(-c3cccnc3)nc3sc(C(=O)Nc4ccccc4)c(N)c23)cc1OC | 32 | 34 | / | 52 | 25 | 37 | 84 | 1.0*
CCOC(=O)CCN(C(=S)Nc1ccccc1)C1CCCCC1 | 64 | 71 | 103 | 74 | 81 | 87 | 98 | 76
FC(F)(F)c1cc(-c2nnc3n2NC(N2CCOCC2)CS3)cc(C(F)(F)F)c1 (stereo unspecified) | 86 | 94 | 97 | / | 78 | 96 | 94 | 93
Cc1ccccc1COc1ccc(-c2onc(C)c2-c2ccc(Cl)cc2)cc1 | 33 | 14 | 75 | 34 | 73 | 38 | 52 | 81
CC1=C(O)C(=O)C(C(C#N)(C#N)C(C#N)C#N)C1 (stereo unspecified) | 100 | / | 95 | 99 | 112 | 112 | 108 | 106
COc1cc(NC(=O)CSc2nc3ccc(Cl)cc3c(=O)n2-c2ccc(F)cc2)cc(OC)c1OC | 62 | 80 | 68 | / | 36 | 94 | / | 39
CCOC(=O)C1=C(N)N(c2ccccc2)C2=C(C(=O)CC(C)(C)C2)C1c1ccc(N2CCOCC2)cc1 (stereo unspecified) | 99 | 97 | 95 | 84 | 88 | 105 | 102 | 96
CCCCCC1C(=O)N2C=C(c3ccccc3)c3ccccc3N2C1=O (stereo unspecified) | 91 | 107 | 99 | 113 | 92 | 76 | 95 | 76

5 records picked at random from those above, as already listed:
SMILES | MOLT-4 | K-562 | EKVX | SR | HOP-92 | CCRF-CEM | HOP-62 | RPMI-8226
CCOC(=O)CCN(C(=S)Nc1ccccc1)C1CCCCC1 | 64 | 71 | 103 | 74 | 81 | 87 | 98 | 76
CCC(c1ccc(O)cc1)C(CC)c1ccc(OC)cc1 (stereo unspecified) | 100 | 93 | 136 | 89 | 98 | 99 | 117 | 71
CCCCCC1C(=O)N2C=C(c3ccccc3)c3ccccc3N2C1=O (stereo unspecified) | 91 | 107 | 99 | 113 | 92 | 76 | 95 | 76
CCCCC1=C(Br)C(=O)c2nc(C)ccc2C1=O | 21 | 34 | 93 | 22 | -8.0* | 31 | 90 | 58
CN(CC(O)CN(C)C1CCCCC1)C1CCCCC1 | 75 | 84 | 91 | 78 | 94 | 90 | 82 | 88
